Screening results from PubChem BioAssay.
TNAP Pi inh: inhibitors of human tissue-nonspecific alkaline phosphatase. P05186. purified TNAP, pNPP, malachite green phosphate absorbance. inhibition, % at 20 µM. 21,000 tested, under 10 active. AID 614
Target sequence (P05186 whole entry, looked up): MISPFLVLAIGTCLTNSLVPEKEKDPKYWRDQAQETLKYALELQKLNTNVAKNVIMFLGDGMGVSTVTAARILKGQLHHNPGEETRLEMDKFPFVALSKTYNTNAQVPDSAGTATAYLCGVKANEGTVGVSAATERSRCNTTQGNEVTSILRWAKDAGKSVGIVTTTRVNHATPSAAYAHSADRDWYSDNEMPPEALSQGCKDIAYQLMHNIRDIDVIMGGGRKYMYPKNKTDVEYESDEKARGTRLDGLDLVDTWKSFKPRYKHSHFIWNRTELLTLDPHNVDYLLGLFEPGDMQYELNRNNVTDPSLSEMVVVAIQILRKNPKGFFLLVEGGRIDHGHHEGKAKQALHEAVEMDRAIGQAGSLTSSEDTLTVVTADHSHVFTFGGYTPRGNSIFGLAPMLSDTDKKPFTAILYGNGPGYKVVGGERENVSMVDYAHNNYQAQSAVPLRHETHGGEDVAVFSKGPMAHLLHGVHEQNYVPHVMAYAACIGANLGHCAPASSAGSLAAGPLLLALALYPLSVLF
TNAP inh pNP: human TNAP inhibition, p-nitrophenol detection | inhibition, % at 20 µM | P05186 | purified TNAP, pNPP hydrolysis, absorbance 405 nm | 21,000 tested, under 10 active;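 further: 0% = DMSO only wells and 100% = 1 mM levamisole wells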
* = called active by the depositor.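 How the source made its calls: active means inhibition above 50% at the 20 µM single-dose screen; inactive means the rest.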 These rows are one share of the data (hit frequency here may not be typical).

The first two compounds, ahead of the listing:
no.	TNAP Pi inh	TNAP inh pNP	SMILES
1	-6.9	1.8	COc1cc2nc(C3CCC3)n(NC(=O)COc3ccccc3)c(=O)c2cc1OC
2	8.9	3.1	O=C(CC1OC(=O)c2ccccc21)c1ccco1 (stereo not given)

The listing (from the top)
no.	TNAP Pi inh	TNAP inh pNP	SMILES
1	-6.9	1.8	COc1cc2nc(C3CCC3)n(NC(=O)COc3ccccc3)c(=O)c2cc1OC
2	8.9	3.1	O=C(CC1OC(=O)c2ccccc21)c1ccco1 (stereo not given)
3	6.0	2.6	O=S(=O)(c1cccs1)N1CCc2ccccc21
4	14.6	1.4	O=C(CN1CCC(C(=O)c2ccc(F)cc2)CC1)Nc1ccccc1
5	7.0	3.8	COc1cc2c(cc1NC(=O)c1cccnc1)CCCC2
6	9.4	3.5	COc1ccc2nc(NC(=O)c3cccc(OCc4c(C)noc4C)c3)sc2c1
7	3.1	-4.7	COc1ccc(NC(=O)c2ccccc2C)c(OC)c1
8	9.1	4.9	CC(C)OC(=O)CSc1ncnc2c1cnn2Cc1ccccc1
9	8.8	5.1	CCOc1ccc(C(=O)Nc2nncs2)cc1OCC
10	8.0	4.1	CCOc1cc(C(N)=O)cc(OCC)c1OCC
11	0.0	0.0	CC(=O)c1cc2c(cc1NC(=O)CSc1nnc(C)s1)OCO2
12	7.8	4.0	O=C(Cc1cccs1)Nc1nnc(SCC(=O)N2CCCCC2)s1
13	12.2	4.5	CCNC(=O)C1CCN(S(=O)(=O)c2ccc(F)cc2)CC1
14	3.2	-3.9	CSCCC(NS(=O)(=O)c1ccc(Cl)cc1)C(=O)OCC(=O)N1CCOCC1 (stereo not given)
15	8.8	2.7	COc1ccc(-c2nnc3sc(-c4ccco4)nn23)cc1OC
16	16.7	10.2	CCC(Sc1nnnn1-c1ccccc1)C(=O)NC(C)c1ccccc1 (stereo not given)
17	9.8	3.6	Cc1cccc(OCc2nnc(SCc3cc(=O)n4cc(Br)ccc4n3)o2)c1
18	-18.3	0.0	CCOC(=O)c1ccc(N2Cc3ccccc3C2)cc1O
19	7.3	-0.3	O=C(Cc1ccc(Cl)cc1)Nc1ccccc1CO
20	3.6	3.0	c1ccc(-n2c(SCC3CCCCO3)nnc2-c2cnccn2)cc1 (stereo not given)
21	19.2	5.0	CCOc1ccccc1NC(=O)CN(C)S(=O)(=O)c1ccc(OC)c(C)c1
22	10.2	4.7	COc1cc2nc(-c3ccccc3)nc(N3CCCC3)c2cc1OC
23	0.0	0.0	Cc1ccccc1Cn1c(=N)n(CC(O)c2ccco2)c2ccccc21 (stereo not given)
24	9.7	4.5	Cc1cc(N2CCN(C(=O)c3ccco3)CC2)n2nc(C)c(-c3ccccc3)c2n1
25	6.4	5.8	Cc1ccc(OCCn2c(NC(=O)c3ccco3)nc3ccccc32)cc1
26	1.1	-3.3	CCOC(=O)c1c(-c2ccco2)csc1N
27	5.2	2.0	COc1ccccc1NC(=O)C(C)NS(=O)(=O)c1ccc(Cl)cc1 (stereo not given)
28	2.3	9.0	O=S(=O)(Nc1ncnc2sc3c(c12)CCC3)c1ccc(Cl)s1
29	7.6	3.4	N#CC(C(=O)Nc1ccc(Cl)c(Cl)c1)=C1Nc2ccccc2N1
30	3.8	-2.0	Cc1cccc(-n2c(N)cc(=O)nc2SC(C)C(=O)NC2CCCCC2)c1 (stereo not given)
31	-8.8	2.1	Cc1ccc(C)c(C(=O)CSc2n[nH]c(C)n2)c1
32	5.5	3.0	CC(C)C1Oc2ccccc2N(CC(=O)N(Cc2ccccn2)CC2CCCO2)C1=O (stereo not given)
33	1.9	5.1	CCOC(=O)C1CCN(C(=O)Nc2ccc3c(c2)nc(C)n3C)CC1
34	8.0	1.8	Nc1c(C(=O)Nc2ccccc2)sc2nc(-c3ccco3)ccc12
35	-20.0	-3.6	CC1Cc2ccccc2N1S(=O)(=O)c1cccc(C(=O)NC2CC2)c1 (stereo not given)
36	9.4	1.8	CN(C)C(=O)c1cc(S(=O)(=O)N(C)C)c(Cl)cc1N1CCCC1
37	12.8	-2.8	C#CCNc1nc(CC)nc2c1nnn2Cc1ccccc1F
38	-14.7	4.2	Clc1ccccc1CSc1nnc(-c2ccco2)c(-c2ccco2)n1
39	-1.9	1.9	N#CC1=C(N)Oc2n[nH]c(-c3ccccc3)c2C1c1cccc(OC(=O)N2CCOCC2)c1 (stereo not given)
40	1.4	0.8	N#CC1(C#N)C2=C(CCCC2)NC(c2ccccc2)C1(C#N)C#N (stereo not given)
41	2.9	-4.9	N#Cc1cccc(CSc2nnc(CCCO)n2-c2ccccc2)c1
42	7.7	1.8	C=C(C)c1cccc(C(C)(C)NC(=O)N2CCCC(C(N)=O)C2)c1 (stereo not given)
43	11.3	7.1	O=C1CC(c2ccccc2)n2nc(NC(=O)C3CCCO3)nc2N1 (stereo not given)
44	-6.4	1.7	CC(NC(=O)NC(N)=O)(C(F)(F)F)C(F)(F)F
45	1.6	4.0	O=c1cc(CSc2ccccn2)[nH]c(=O)[nH]1
46	3.8	1.7	CC(=O)N1CC=C2C(C#N)=C(N)C(C#N)(C#N)C(CCc3ccccc3)C2C1 (stereo not given)
47	0.2	-2.4	COCCCNc1ccnc2c(Cl)cccc12
48	9.4	5.4	Cc1nnc(NC(=O)CCC(=O)NCc2ccco2)s1
49	7.4	4.4	O=S(=O)(c1ccc(Oc2ccc3oc4ccccc4c3c2)nc1)N1CCCC1
50	-4.0	1.2	CCOc1ccc(C2C(C#N)=C(N)SC(N)=C2C#N)cc1OC

Ordered by molar mass (smallest number first): part of the list above
no.	TNAP Pi inh	TNAP inh pNP	SMILES
45	1.6	4.0	O=c1cc(CSc2ccccn2)[nH]c(=O)[nH]1
26	1.1	-3.3	CCOC(=O)c1c(-c2ccco2)csc1N
2	8.9	3.1	O=C(CC1OC(=O)c2ccccc21)c1ccco1 (stereo not given)
10	8.0	4.1	CCOc1cc(C(N)=O)cc(OCC)c1OCC
31	-8.8	2.1	Cc1ccc(C)c(C(=O)CSc2n[nH]c(C)n2)c1
7	3.1	-4.7	COc1ccc(NC(=O)c2ccccc2C)c(OC)c1
19	7.3	-0.3	O=C(Cc1ccc(Cl)cc1)Nc1ccccc1CO
5	7.0	3.8	COc1cc2c(cc1NC(=O)c1cccnc1)CCCC2
48	9.4	5.4	Cc1nnc(NC(=O)CCC(=O)NCc2ccco2)s1
37	12.8	-2.8	C#CCNc1nc(CC)nc2c1nnn2Cc1ccccc1F
13	12.2	4.5	CCNC(=O)C1CCN(S(=O)(=O)c2ccc(F)cc2)CC1
15	8.8	2.7	COc1ccc(-c2nnc3sc(-c4ccco4)nn23)cc1OC
42	7.7	1.8	C=C(C)c1cccc(C(C)(C)NC(=O)N2CCCC(C(N)=O)C2)c1 (stereo not given)
22	10.2	4.7	COc1cc2nc(-c3ccccc3)nc(N3CCCC3)c2cc1OC
8	9.1	4.9	CC(C)OC(=O)CSc1ncnc2c1cnn2Cc1ccccc1
29	7.6	3.4	N#CC(C(=O)Nc1ccc(Cl)c(Cl)c1)=C1Nc2ccccc2N1
23	0.0	0.0	Cc1ccccc1Cn1c(=N)n(CC(O)c2ccco2)c2ccccc21 (stereo not given)
11	0.0	0.0	CC(=O)c1cc2c(cc1NC(=O)CSc1nnc(C)s1)OCO2
20	3.6	3.0	c1ccc(-n2c(SCC3CCCCO3)nnc2-c2cnccn2)cc1 (stereo not given)
36	9.4	1.8	CN(C)C(=O)c1cc(S(=O)(=O)N(C)C)c(Cl)cc1N1CCCC1
25	6.4	5.8	Cc1ccc(OCCn2c(NC(=O)c3ccco3)nc3ccccc32)cc1
16	16.7	10.2	CCC(Sc1nnnn1-c1ccccc1)C(=O)NC(C)c1ccccc1 (stereo not given)
27	5.2	2.0	COc1ccccc1NC(=O)C(C)NS(=O)(=O)c1ccc(Cl)cc1 (stereo not given)
38	-14.7	4.2	Clc1ccccc1CSc1nnc(-c2ccco2)c(-c2ccco2)n1
46	3.8	1.7	CC(=O)N1CC=C2C(C#N)=C(N)C(C#N)(C#N)C(CCc3ccccc3)C2C1 (stereo not given)
12	7.8	4.0	O=C(Cc1cccs1)Nc1nnc(SCC(=O)N2CCCCC2)s1
30	3.8	-2.0	Cc1cccc(-n2c(N)cc(=O)nc2SC(C)C(=O)NC2CCCCC2)c1 (stereo not given)
21	19.2	5.0	CCOc1ccccc1NC(=O)CN(C)S(=O)(=O)c1ccc(OC)c(C)c1
49	7.4	4.4	O=S(=O)(c1ccc(Oc2ccc3oc4ccccc4c3c2)nc1)N1CCCC1
32	5.5	3.0	CC(C)C1Oc2ccccc2N(CC(=O)N(Cc2ccccn2)CC2CCCO2)C1=O (stereo not given)
14	3.2	-3.9	CSCCC(NS(=O)(=O)c1ccc(Cl)cc1)C(=O)OCC(=O)N1CCOCC1 (stereo not given)
17	9.8	3.6	Cc1cccc(OCc2nnc(SCc3cc(=O)n4cc(Br)ccc4n3)o2)c1

The list goes on:
no.	TNAP Pi inh	TNAP inh pNP	SMILES
51	-13.6	5.9	COCCCN1C(=O)C(=O)/C(=C(/O)c2ccc(OC(C)C)cc2)C1c1ccncc1 (stereo not given)
52	10.8	0.9	O=C(c1cccs1)N1CCCC(c2ccccc2)C1 (stereo not given)
53	-9.3	6.1	Cc1nc(C)n(CC(O)COc2ccc3cc(Br)ccc3c2)n1 (stereo not given)
54	6.7	0.7	CCC(C(=O)Nc1nccs1)(C(F)(F)F)C(F)(F)F
55	17.7	4.3	CSCCC(NC(N)=O)C(=O)NCC1CCCCC1 (stereo not given)
56	9.2	5.0	Cc1ccc(Nc2nc(N)nc(CSc3nccn3C)n2)c(C)c1
57	14.6	8.2	COc1cc2c(cc1OC)CN(C(=O)CC1CC3CCC1C3)CC2 (stereo not given)
58	6.9	1.6	Cc1nc(Nc2ncc3c(n2)CC(C)(C)CC3=O)nc2ccccc12
59	5.5	-1.7	COc1ccc(CCNC(=O)c2nnc(Cc3c(F)cccc3Cl)o2)cc1OC
60	0.0	0.0	O=C1Nc2ccccc2C12OCCCO2
61	-7.8	5.3	CCN(CC)C(=O)c1csc(Nc2ccc(C)cc2)n1
62	-4.8	-6.0	O=C(Nc1ccccc1N1CCN(C(=O)c2ccccc2)CC1)c1cc2ccccc2o1
63	6.1	3.7	Cn1c(C(=O)NC2CCCCC2)cc2sccc21
64	5.5	2.5	CCOc1ccc(-c2nc(-c3ccc(OC)c(OC)c3)no2)cc1OCC
65	5.0	-0.3	O=C(CN(C(=O)Cn1nnc(-c2cccs2)n1)c1ccc2c(c1)OCCO2)NC1CCCCC1
66	7.8	2.1	Cc1ccc2c(c1)cc(CN(CCc1ccccc1)C(=O)N1CCOCC1)c1nnnn12
67	-8.5	3.4	Cc1ccccc1C(=O)Nc1ccc(Br)cn1
68	0.0	0.0	O=C(NCc1ccco1)c1ccc(OCC2CCCO2)cc1 (stereo not given)
69	10.8	-3.5	CCc1cc2c(=O)c(-c3nc4ccccc4[nH]3)coc2cc1OC(=O)N1CCOCC1
70	7.4	1.3	CC(=O)Nc1cnn(Cc2ccc(Br)cc2)c1
71	8.4	7.2	CCNc1nc(NCC)nc(OCCOC(=O)c2ccccc2)n1
72	2.5	-0.5	COc1ccc(OC)c(NC(=O)CSC2=C(C#N)C(c3ccco3)C3=C(CCCC3=O)N2)c1 (stereo not given)
73	18.7	2.5	COc1cc(OC)cc(C(=O)NC2CC3CCC(C2)N3Cc2ccco2)c1 (stereo not given)
74	1.3	4.1	Cc1ccc(S(=O)(=O)NC(=O)N2CCC(C)CC2)cc1
75	11.1	5.7	CCOC(=O)C(CCC#N)(CCC#N)C(=O)OCC
76	-5.1	-10.3	Cn1c(CN2CCCCC2)nc2cc(NS(=O)(=O)c3ccc(Cl)cc3)ccc21
77	9.9	4.2	Cc1cccc(NC(=O)CSc2nnc(CSc3nc(C)cc(C)n3)n2Cc2ccco2)c1
78	8.9	1.3	CCN(CC)CCCN1C(=O)C(=O)/C(=C(/O)c2ccc(OC)cc2)C1c1ccco1 (stereo not given)
79	0.9	-4.5	O=C(CSc1ccc(Cl)cc1)Nn1cnnc1
80	14.6	4.2	COc1cc(C(=O)n2nc(C)cc2C)cc(OC)c1OC
